HepG2 tox = kills HepG2 cells in TGF-b inhibitor counter-screen; AID 588856; HepG2 CAGA-GFP viability, ATP luminescence, 18 h; Potency, µM (top dose mostly 46.1 µM), for inactives: top-dose activity change, negative = cytotoxicity, most hits filed as cytotoxic; actives 0.76% (n = 410,000); further: potency means the concentration at half of the fitted maximal effect; some results filed as inactive show a strong effect at the top dose
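CellTiter-Glo luminescence gave cytotoxicity after 18 hours at 37 degrees C. The cells were HepG2 CAGA-GFP in 1% FBS DMEM, stimulated with 500 pg/mL TGF-beta after compound addition. %Activity was normalised to no-cell wells (complete cell-killing) and DMSO (no toxicity), and curves were fitted and classified.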
TGFb inhibitor = inhibitors of TGF-b signaling; HepG2 CAGA-GFP TGF-b/SMAD3 reporter, GFP fluorescence, 18 h; TGF-beta stimulated, 500 pg/mL final; Potency, µM (top dose mostly 46.1 µM), inactives show top-dose activity, negative = inhibition, usual class: inhibitors; actives 1.2% (n = 410,000); further: potency means the concentration at half of the fitted maximal effect; on the % scale 0 is the no-effect control and ±100 the full control effect; nearly all actives have a fitted effect of over 65% in size
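Read-out: total well GFP (ex488/em500-530) summed from mean per-cell fluorescence. Cells: HEPG2 CAGA-GFP, 1% FBS DMEM, 18 h at 37 degrees C with 500 pg/mL final TGF-beta. Unstimulated wells served as the full-inhibition control; stimulated DMSO wells = 0%.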
S2 tox = viability counter-screen for ATXN expression inhibitors; S2 cells (HEK-293 line with an ATXN2-luciferase reporter) viability, CellTiter-Fluor protease fluorescence, 24 h; Potency, µM (series often up to 56.7 µM), hits mostly cytotoxic; actives 0.49% (n = 400,000); further: potency means the concentration at half of the fitted maximal effect; nearly all actives have a fitted effect of over 40% in size
IL-1B inflam inh = inflammasome signaling inhibition, IL-1 beta readout. actives 4.7% (n = 360,000). AID 743279. THP-1 LPS/ATP IL-1B secretion, AlphaLISA, 16 h; active compounds read low. activity change, % at 57.5 µM; in the data active means activity change below about -50%; inconclusive means mostly about -30% to -49%; further: on the % scale 0 is the no-effect control and ±100 the full control effect
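Secreted IL-1B measured by AlphaLISA bead assay after 16 h compound exposure of THP-1 cells; compounds (final up to 57.5 uM) added 1 h before LPS (250 ng/mL) and ATP (1.25 mM) stimulation; lower signal means less secretion.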
MCF10A rerep = DNA re-replication induction in MCF 10a cells; MCF 10A DNA re-replication, Hoechst nuclear intensity, 48 h; actives 2.9% (n = 350,000); Potency, µM (doses to about 46.1 µM), without a hit: top-dose activity, positive = re-replication, usual class: activators; further: potency means the concentration at half of the fitted maximal effect; % of control where 0% means no effect; nearly all actives have a fitted effect of over 50% in size
A549 viability = counter-screen for Nrf2 inhibitors: cytotoxicity in A549 cells; A549 ARE-Fluc cells, CellTiter-Fluor viability, 18-24 h; Potency, µM (titrated, usually from 46 µM), for the others: at the top dose activity change, negative = cytotoxicity, hits mostly inhibitors; actives 0.16% (n = 390,000); further: potency means the concentration at half of the fitted maximal effect; on the % scale 0 is the no-effect control and ±100 the full control effect
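A549 ARE-Fluc cells in 5% FBS OPTI-MEM, 5000 cells/well, rested 2 h then exposed to compounds in concentration-response for 18-24 h at 37 °C. Viability by CellTiter-Fluor fluorescence (Ex 405/Em 525) after 30 min; luciferase luminescence (BugLite, 15 min, RT) read afterwards.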
Nrf2 activator = Nrf2 pathway activation | Potency, µM (doses to about 46.1 µM), for the others: at the top dose activation, usual class: activators | AID 624171 | AREc32 ARE-luciferase reporter (MCF7-derived line), luminescence, 24 h | actives 0.31% (n = 410,000); further: potency means the concentration at half of the fitted maximal effect; % of control where 0% means no effect; nearly all actives have a fitted effect of over 65% in size
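For detection, Steady-Glo was added and plates sat 30 min at RT; before that, AREc32_Fluc cells grown overnight in OPTI-MEM/5% FBS had been treated with 23 nL compound for 24 hr at 37 deg C.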
ATXN2 expr inh = reduces ATXN2 reporter expression in HEK-293 cells; HEK-293 ATXN2-luciferase reporter, luminescence, 24 h; Potency, µM (doses to about 57 µM), inactives show at the top dose activity change, negative = inhibition, usual class: inhibitors; actives 0.72% (n = 360,000); further: potency means the concentration at half of the fitted maximal effect; on the % scale 0 is the no-effect control and ±100 the full control effect; nearly all actives have a fitted effect of over 55% in size
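qHTS (up to 57 uM final) was run with 24 h compound exposure of reporter cells at 37 °C. Each well was multiplexed: SteadyGlo luminescence measured ATXN2-luciferase expression after a fluorogenic Gly-Phe-AFC viability readout (25 uM final).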
Nrf2 inh = Nrf2 pathway inhibition | A549 ARE-Fluc reporter, luciferase luminescence, 18-24 h | Potency, µM (titrated, usually from 46 µM), inactives show at the highest dose activity change, negative = inhibition, actives largely listed as inhibitors | actives 2.1% (n = 360,000); further: potency means the concentration at half of the fitted maximal effect; on the % scale 0 is the no-effect control and ±100 the full control effect; nearly all actives have a fitted effect of over 60% in size
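Cells were seeded and rested 2 h, then exposed to compounds for 18-24 h. CellTiter-Fluor was read first as a viability measure. BugLite was added 15 min before the final luminescent read of ARE-luciferase activity in A549 cells.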
Numbers without * were called inactive; i = inactive; ? = inconclusive; / = no result given; & = joins results of further samples; [ ] = remark or other dose. Unless noted, the call rests on the fitted dose curve; in most records, active means well fitted curve in the direction sought with a large enough effect; inconclusive means small, poorly fitted or top-dose-only effect, or another doubt; inactive means no such curve, though single readings can be large; an effect the other way counts as inactive or inconclusive.

SMILES | HepG2 tox | TGFb inhibitor | S2 tox | IL-1B inflam inh | MCF10A rerep | A549 viability | Nrf2 activator | ATXN2 expr inh | Nrf2 inh
Cc1cccc(NC(=O)c2ccc(NCCO)c([N+](=O)[O-])c2)n1 | 9% | -10% | i | -26 | -1% | 0% | 8.5% | 46%[activator] | ?
Cc1ccc(CN2CCN(CCC(C)C)C(CCO)C2)s1 (stereo not given) | 1% | 19% | i | -4 | -6% | 8% | -0.7% | -10% | 1%
CCOc1ccccc1-n1c(COc2ccccc2)nnc1SCC(N)=O | 6% | 20% | i | 5 | -7% | 3% | -0.6% | -1% | /
CCOC1CCCc2oc(-c3ccc(N(C)C)cc3)c(C(=O)OC)c21 (stereo not given) | / | / | i | 17 | / | / | 4.1% | 1% | /
Cc1ccc(F)cc1NC(=O)Cn1c(C)cc(C)c(C#N)c1=O | -2% | 20% | / | / | / | 0% | 1.5% | / | /
COc1ccccc1NS(=O)(=O)c1cc(NC(=O)c2cnccn2)ccc1N1CCOCC1 | -13% | -5% | i | 5 | 1% | 0% | 0.3% | -14% | 0%
O=C(Nc1ccc(C(=O)O)cc1)/C(=C\C=C\c1ccccc1)NC(=O)c1cccc(Br)c1 | -5% | 1% | i | -5 | 1% | -5% | -0.8% | -2% | 12%
Cn1c(=O)c2c(ncn2CCCc2ccccc2)n(C)c1=O | -1% | 22% | i | 14 | 0% | ? | -0.7% | -8% | -23%
CN(C)S(=O)(=O)c1ccc(S(=O)(=O)N(CC(=O)Nc2ccccc2)CC2CCCO2)cc1 (stereo not given) | 41% | 50%[activator] | i | -16 | 2% | -1% | 0.4% | -6% | /
COc1cc2c3c(c1OC)C(=O)CC3CCCC2 (stereo not given) | -5% | ? | i | ? | / | / | -0.6% | 8% | /
O=C1c2ccccc2NC(c2cn[nH]c2-c2ccccc2)N1O (stereo not given) | -2% | 4% | i | 13 | -6% | 2% | -0.8% | -11% | -5%
COc1ccc(OC)c(-c2nnc3n2N=C(c2ccc(OC)c(OC4CCOC4)c2)CS3)c1 (stereo not given) | 0% | ? | ? | / | ? | -10% | 3.3% | -12% | -12%
COCCNC(=S)NNc1ccc(Cl)c(C(=O)O)c1 | -2% | 5% | i | 33 | -1% | 6% | -0.1% | -9% | 2%
COc1ccc(CCn2c(-c3cc([N+](=O)[O-])cc([N+](=O)[O-])c3)nc3nc4ccccc4nc32)cc1 | -3% | 3% | i | 14 | -2% | 7% | -0.6% | -25% | 3%
O=C(c1ccc(F)cc1)N1CCCC(c2nc(-c3ccncc3)no2)C1 (stereo not given) | -2% | 2% | i | 37 | -6% | -3% | -0.1% | -3% | -19%
COCCCNc1nc(N)c([N+](=O)[O-])c(NCC2CCCO2)n1 (stereo not given) | -3% | -23% | i | 37 | 7% | 1% | -0.6% | -23% | 21%
CN(Cc1cccc2ncccc12)C(=O)CC1C(=O)NCCN1Cc1ccc(F)cc1 (stereo not given) | 2% | 0% | i | 7 | 3% | -2% | -0.6% | 12% | 0%
Cc1ccc(S(=O)(=O)NC(C)(C)CSc2ncccn2)cc1 | -25% | 8% | i | 9 | ? | -1% | 0.5% | -23% | 7%
O=S(=O)(NCc1ccc2c(c1)OCO2)c1ccc2oc3ccccc3c2c1 | -26% | ? | i | 5 | 0% | -3% | 0.4% | 2% | /
CCCNC(=O)C(=O)NCC(c1ccc2c(c1)OCO2)N1CCOCC1 (stereo not given) | 3% | 0% | / | / | / | 1% | 0.3% | / | /
CCOCc1nnc(NC(=O)c2c(OC)cccc2OC)s1 | 6% | -2% | i | 22 | 0% | 5% | 2.9% | 1% | 14%
C/C=C/c1ccc(OCCOc2ccc(C=O)cc2)c(OC)c1 | -12% | 0% | i | -1 | -2% | -1% | 2.9% | 12% | -15%
CCOC(=O)c1c(NCC2CCCO2)c2ccccc2[nH]c1=O (stereo not given) | 2% | 11% | ? | -14 | -1% | -13% | -0.3% | -1% | -8%
Cn1c(SCC(N)=O)nnc1C1CCN(C(=O)NCc2ccccc2)CC1 | -8% | -7% | i | 29 | 2% | -5% | -0.4% | -2% | 14%
CC1C(=O)N2CCCc3cc(S(=O)(=O)N4CCN(c5cccc(Cl)c5)CC4)cc1c32 (stereo not given) | 2% | -10% | i | -2 | 6% | -1% | 0.4% | -17% | ?

Given with values under each structure: 3 of the compounds above
Every second line gives: HepG2 tox | TGFb inhibitor | S2 tox | IL-1B inflam inh | MCF10A rerep | A549 viability | Nrf2 activator | ATXN2 expr inh | Nrf2 inh
COCCNC(=S)NNc1ccc(Cl)c(C(=O)O)c1
  -2% | 5% | i | 33 | -1% | 6% | -0.1% | -9% | 2%
COc1ccc(CCn2c(-c3cc([N+](=O)[O-])cc([N+](=O)[O-])c3)nc3nc4ccccc4nc32)cc1
  -3% | 3% | i | 14 | -2% | 7% | -0.6% | -25% | 3%
O=C(c1ccc(F)cc1)N1CCCC(c2nc(-c3ccncc3)no2)C1 (stereo not given)
  -2% | 2% | i | 37 | -6% | -3% | -0.1% | -3% | -19%

Following part:
SMILES | HepG2 tox | TGFb inhibitor | S2 tox | IL-1B inflam inh | MCF10A rerep | A549 viability | Nrf2 activator | ATXN2 expr inh | Nrf2 inh
CC(Oc1ccc2c(-c3ccccc3)cc(=O)oc2c1)C(=O)NCC1CCC(C(=O)O)CC1 (stereo not given) | -24%&9% | -2%&4% | i | 27&49 | 7%&12% | 6%&-3% | 1.1%&-2.1% | 0%&7% | ?
Cc1cc(C)nc(N/N=C/C=C/c2ccccc2)n1 | -9% | -16% | i | 0 | -4% | 13% | 2.0%[9.22 µM] | 12% | 2%
O=C(O)C(c1ccccc1)C1(O)CCCC1 (stereo not given) | -1% | -3% | i | 11 | -6% | -9% | 0.3% | 3% | 12%
Cc1nn(C)cc1S(=O)(=O)Nc1ccccc1Br | -5% | -2% | i | -1 | -1% | 2% | -0.5% | 6% | 11%
Cc1c(C(=O)OCC[N+]2(C)CCCCC2)oc2ccccc12 | -18% | 3% | i | -8 | 13% | 0% | -0.4% | -4% | -12%
COc1ccccc1C1CC(=O)Nc2cc3c(cc21)OCCO3 (stereo not given) | -12% | ? | ? | 42 | 3.7µM* | -20% | -0.3% | -17% | ?
CC1=C(C(=O)Nc2ccc(C)cc2C)C(c2ccccc2)n2nc(SCC(=O)c3ccc(C)cc3)nc2N1 (stereo not given) | 4% | 2% | i | / | / | 4% | -0.4% | 1% | /
O=C(Cn1cnc2ccccc2c1=O)Nc1ccc(N2CCOCC2)cc1 | -10% | -4% | i | -9 | 8% | 3% | -0.2% | -1% | ?
Cc1cc(N2CCOCC2)n2ncc(-c3ccccc3Cl)c2n1 | 7% | 10% | / | -7 | -3% | -1% | 7.7% | 144%[activator] | ?
Cc1nn(CC(=O)NCCc2ccc(Cl)cc2Cl)c(C)c1[N+](=O)[O-] | -6% | -1% | i | -1 | 0% | 1% | 0.3% | -26%[11.3 µM] | 15%
Cc1nn(C)c(C)c1/C=N/N=C1\CCC2C3CCc4cc(O)ccc4C3CCC12C (stereo not given) | -20% | 0% | i | -8 | -4% | 2% | 1.6% | 1% | /
c1cn(CCCNC2CCCCCCC2)cn1 | 0% | 15% | ? | -7 | -1% | -1% | -1.8% | -22% | 1%
CCN(CC(=O)N1CCN(c2ccccc2)CC1)S(=O)(=O)c1ccc(C)cc1 | -3% | ? | i | -9 | 9% | 2% | -0.4% | 0% | -9%
CCc1nc2n(n1)C(O)c1cc([N+](=O)[O-])ccc1S2 (stereo not given) | 2% | 14% | i | 2 | -2% | 1% | -0.4% | 4% | 29%
CCOC(=O)C1(C)CCN1C(=O)c1ccc(Cl)cc1Cl (stereo not given) | 8% | 16% | i | 17 | / | / | 2.7% | 6% | /
Cc1nc2ccc(NC(=O)c3ccc(Br)o3)cc2s1 | 2% | ? | i | -57* | -15% | 3% | 3.7% | 34%[activator] | ?
COc1cccc(N2C(=O)CC(N3CCC(C(N)=O)(N4CCCCC4)CC3)C2=O)c1 (stereo not given) | -3% | -8% | i | -4 | -4% | 10% | 0.4% | 1% | 4%
CCOC(=O)c1ccc(NC(=O)c2csc3c2CCCCC3)cc1 | -19% | ? | ? | / | / | -10% | 0.7% | ? | ?
CC1(C)Cc2c(C#N)c(SCc3nc4ccccc4[nH]3)nc(N3CCOCC3)c2CO1 | -16% | -1% | i | -6 | ? | 0% | -0.1% | 0% | 4%
Cc1nnc2n(Cc3ccccc3)c(=O)c3c4c(sc3n12)COC(C(C)C)C4 (stereo not given) | 3% | 27% | i | -29 | -3% | -12% | -0.3% | -8% | -12%
CCOc1ccc(CCNC(=O)NCc2noc3ccc(C)cc23)cc1 | -22% | -17% | i | / | / | 7% | 0.4% | -2% | -19%
COc1cccc(C2=CC(c3ccccc3F)n3c(nc4ccccc43)N2)c1 (stereo not given) | -39% | 29% | i | / | / | 4% | 4.7% | 1% | /
NC(=S)NNC(=O)c1ccccc1Cl | 17% | 13% | i | 6 | -4% | 6% | 0.2% | -8% | 6%
Cc1cc(C)cc(NC(=O)C2CCCN2S(=O)(=O)c2cccc3cccnc23)c1 (stereo not given) | 0% | 4% | i | 40 | 2% | 0% | 1.9% | -3% | -2%
Cc1ccc(NC(=O)N2CCC(NC(=O)c3ccco3)CC2)cc1 | -21% | -16% | i | 7 | 1% | -1% | 0.1% | -3% | -14%
CCOC(=O)C1(C)CCCN1C(=O)c1ccc(F)c(Cl)c1 (stereo not given) | 4% | 0% | i | 18 | / | / | 0.6% | 1% | /
Cc1sc2ncnc(N3CCC(C(=O)N(C)CC(=O)Nc4ccc(Cl)c(C(F)(F)F)c4)CC3)c2c1C | -8% | 11µM* | ? | -55* | ? | ? | -0.5% | ? | 10µM*
Cc1ccc(NC(=O)C(=O)NCC(c2cccnc2)N2CCN(C)CC2)cc1 (stereo not given) | -32% | 0% | i | / | / | -16% | -0.2% | -7% | ?

Source: PubChem BioAssay (National Center for Advancing Translational Sciences (NCATS))
